Compound activity as filed in PubChem BioAssay.
HEK293 viab: counter-screen for SNCA expression inhibitors: cell viability; HEK-293-SNCA-luc viability, GF-AFC fluorescence, 24 h; Potency, µM (series often up to 57.1 µM), without a hit: at the highest dose activity change, negative = cytotoxicity, hits mostly cytotoxic; 150,000 compounds, 0.12% hits;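 note: potency is the fitted concentration of half-maximal effect; 0% = DMSO-treated cells and -100% = medium-only wells without cells; nearly all actives have a fitted effect of over 30% in size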
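Cytotoxicity counterscreen: after 24 h compound treatment of genome-edited SNCA-luciferase HEK-293 cells, live-cell protease substrate GF-AFC read by fluorescence after 30 min; activity scaled between DMSO (0%) and medium-only (-100%), curves Hill-fitted.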
3T3 cytotox: NIH 3T3 cell cytotoxicity; Potency, µM (titrated, usually from 96.7 µM), for the others: at the highest dose activity change, negative = cytotoxicity, hits mostly inhibitors; 94,000 compounds, 4.3% hits; NIH 3T3 viability, CellTiter-Glo ATP luminescence, 48-72 h; note: potency is the fitted concentration of half-maximal effect; nearly all actives have a fitted effect of over 55% in size
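Mouse fibroblast NIH 3T3 cells, 400 per well, received compound via pintool and were incubated for 48 or 72 hr prior to CellTiter-Glo ATP luminescence measurement.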
IP6K1 inhibitor: inhibitors of human IP6K1 | AID 1645851 | activity change, % (series mostly up to about 58 µM) | IP6K1 kinase, ADP-Glo luminescence, 2 h; stronger effect = lower value | 140,000 compounds, 0.81% hits | Q92551; in the data active = activity change below about -25%
Target sequence (Q92551 whole entry, looked up): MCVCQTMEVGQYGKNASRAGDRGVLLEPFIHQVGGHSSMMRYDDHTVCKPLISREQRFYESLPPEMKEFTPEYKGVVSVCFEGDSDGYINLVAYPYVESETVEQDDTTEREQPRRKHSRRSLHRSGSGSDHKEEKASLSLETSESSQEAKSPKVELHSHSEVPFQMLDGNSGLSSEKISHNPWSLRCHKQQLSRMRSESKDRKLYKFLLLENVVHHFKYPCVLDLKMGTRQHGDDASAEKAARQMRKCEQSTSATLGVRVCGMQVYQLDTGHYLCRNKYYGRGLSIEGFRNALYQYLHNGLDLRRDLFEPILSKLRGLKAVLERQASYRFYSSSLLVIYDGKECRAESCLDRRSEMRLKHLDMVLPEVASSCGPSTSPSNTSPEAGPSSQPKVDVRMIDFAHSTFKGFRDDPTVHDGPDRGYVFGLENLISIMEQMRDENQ
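ADP-Glo luminescence measures ADP made by human IP6K1 during a 2 h RT reaction with ATP/IP6 (mix at 1.3 mM/130 uM); top library doses 57.5 and 19.1 uM final.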
SNCA expr inhib: inhibitors of alpha-synuclein (SNCA) gene expression. AID 1671194. 140,000 compounds, 0.17% hits. Potency, µM (series often up to 57.2 µM), for inactives: top-dose activity change, negative = inhibition, usual class: inhibitors. HEK-293 SNCA-luciferase knock-in, luminescence, 24 h;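 note: potency is the fitted concentration of half-maximal effect; plate controls were DMSO cells for no effect and cell-free wells for full effect; nearly all actives have a fitted effect of over 45% in size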
HEK293 tox: HEK 293 cell cytotoxicity | Potency, µM (doses to about 115 µM), without a hit: at the top dose activity change, negative = cytotoxicity, usual class: inhibitors | 94,000 compounds, 6.6% hits | HEK 293 viability, ATP luminescence (CellTiter-Glo), 48-72 h; note: potency is the fitted concentration of half-maximal effect; nearly all actives have a fitted effect of over 60% in size
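Pintool-delivered compounds were incubated with HEK 293 cells (250 cells/well) at 37 degree Celsius for 48 or 72 hr. ATP-dependent luminescence (CellTiter-Glo) then reported remaining viable cells.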
Luciferase inh: Photinus pyralis luciferase inhibition; 76,000 compounds, 2.5% hits; P08659; Potency, µM (highest dose often 115 µM), for inactives: top-dose activity change, negative = inhibition, usual class: inhibitors; purified P. pyralis luciferase, luminescence, biochemical; note: potency is the fitted concentration of half-maximal effect; nearly all actives have a fitted effect of over 65% in size
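FLuc 10nM, D-luciferin 10uM, ATP 10uM, Mg acetate 10mM, Tris acetate pH 7.5, Tween/BSA; cpd qHTS; enzyme added last; CCD luminescence.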
GPT2 inhibitor: GPT2 alanine aminotransferase inhibition; Q8TD30; 100,000 compounds, 0.25% hits; Recombinant GPT2, coupled pyruvate oxidase/HRP Amplex Red fluorescence; Potency, µM (doses to about 57.7 µM), for inactives: top-dose activity change, negative = inhibition, actives largely listed as inhibitors; note: potency is the fitted concentration of half-maximal effect; nearly all actives have a fitted effect of over 60% in size; many of its hits are not listed in these tables
Target sequence (Q8TD30 whole entry, looked up): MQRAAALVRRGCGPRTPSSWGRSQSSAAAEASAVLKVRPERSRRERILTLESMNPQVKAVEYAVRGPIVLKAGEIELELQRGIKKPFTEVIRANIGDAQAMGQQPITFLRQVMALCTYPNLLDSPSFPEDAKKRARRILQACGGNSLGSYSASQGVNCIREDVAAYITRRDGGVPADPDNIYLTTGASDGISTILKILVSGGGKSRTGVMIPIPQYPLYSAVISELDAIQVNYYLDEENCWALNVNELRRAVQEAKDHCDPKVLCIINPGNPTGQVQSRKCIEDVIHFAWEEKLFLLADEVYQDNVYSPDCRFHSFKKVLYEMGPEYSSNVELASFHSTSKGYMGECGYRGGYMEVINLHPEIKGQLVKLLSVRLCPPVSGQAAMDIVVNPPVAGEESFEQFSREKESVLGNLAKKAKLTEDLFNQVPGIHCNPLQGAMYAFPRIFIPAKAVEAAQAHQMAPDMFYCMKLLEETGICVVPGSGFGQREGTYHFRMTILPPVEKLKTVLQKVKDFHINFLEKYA
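Inhibition is scored from Amplex Red fluorescence generated when pyruvate oxidase and HRP act on pyruvate released by GPT2. Reactions contain 10ng/uL enzyme, 250uM a-KG and 2mM L-alanine and run 30 min at room temperature.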
An asterisk follows results filed as active; i = inactive; ? = inconclusive; / = not tested or not shown; [ ] = another dose, or the depositor's remark. Unless noted, calls come from the whole dose curve; as a rule, active = well fitted curve in the direction sought with a large enough effect; inconclusive = small, poorly fitted or top-dose-only effect, or another doubt; inactive = no such curve, though single readings can be large; an effect the other way counts as inactive or inconclusive. Unless noted, % is set by controls: 0 for no effect and ±100 for the full control effect.

Under each structure: HEK293 viab | 3T3 cytotox | IP6K1 inhibitor | SNCA expr inhib | HEK293 tox | Luciferase inh | GPT2 inhibitor
- O=C(Nc1ccc(Cl)cc1)N1CCC(C(=O)N2CCC(c3nc4ncccc4[nH]3)CC2)C1 (configuration not stated)
→ -2% | ? | 13 | 9% | 3% | / | -5%
- Fc1ccc(CN2CCC(N3CC(OCC4CC4)C34CCOCC4)CC2)c(F)c1 (configuration not stated)
→ 6% | -25% | 2 | -6% | ? | -2% | -12%
- CC#CCn1cc2c3c(cccc31)[C@H](CC(C)C)N[C@H](C(=O)N1CCC(O)CC1)C2
→ -7%[87.6 µM] | ? | -5 | -12%[87.6 µM] | ? | -6%[172 µM] | -16%[88.5 µM]
- Cc1ccc(NC(=O)Cn2c(N3CCCCC3)nc(C)c(C)c2=O)cc1Cl
→ -10% | ? | 5 | -8% | ? | -1% | i
- O=C(Nc1ccc2nc(SCCOc3ccccc3Cl)sc2c1)c1cccs1
→ 4% | / | -9 | -22% | / | / | /
- COc1ccc(N2CC(c3noc(-c4cc(Cl)ccc4OC)n3)CC2=O)cc1 (configuration not stated)
→ 2% | ? | -1 | 5% | ? | -8% | -2%
- COc1cccc(CCC(=O)N2CCC(OCC3CC3)C2)c1 (configuration not stated)
→ 6% | -13% | 9 | 12% | 2% | -3% | i
- COc1ccc(-c2nc(Cn3c(SCc4ccc(F)cc4)nc4cccnc43)c(C)o2)cc1
→ -5% | / | 20 | -11% | / | / | /
- COc1ccc(-c2nc(-c3nnn4c3COC(c3ccc(C)cc3)C4)no2)cc1F (configuration not stated)
→ 1% | i | 11 | 8% | 9% | 6% | -15%
- Cc1cccc2c1O[C@H]1[C@H](CO)CN(C(=O)CCc3ccccc3)[C@@H]21
→ / | ? | 13 | / | ? | / | /
- O=C(CCC1CCCN(S(=O)(=O)c2ccccc2F)C1)NCCc1ccccc1 (configuration not stated)
→ 3% | -23% | 10 | 16% | ? | 0% | i
- COc1cccc(C(=O)N2CCC(Oc3ccccc3-c3nc(C4CCOCC4)no3)C2)c1 (configuration not stated)
→ -20% | ? | -15 | 3% | ? | 2% | i
- Cc1ccc(C(=O)N2CCCC(c3nc(C(C)C)no3)CCNC(=O)CC2)s1 (configuration not stated)
→ 0% | -6% | 4 | 33%[activator] | -6% | 2% | 1%
- O=C(CSc1cn(CC(=O)N2CCOCC2)c2ccccc12)Nc1ccccc1
→ -6% | / | 8 | 46%[activator] | / | / | /
- CCCNC(=O)N1CCC(=O)N(CC)C2(CCOCC2)C1
→ 4% | i | -11 | 18% | i | 6% | i
- O=C1NC(=NC2CCCCC2)C2(CCN(Cc3cccnc3)C2)N1c1cc(F)cc(F)c1 (configuration not stated)
→ -7% | 35µM* | 4 | -29% | -11% | / | -14%
- O=c1c2sc3ccccc3c2n(Cc2cccc(F)c2)c(=O)n1CCc1ccccc1
→ -3% | / | -5 | 194%[activator] | / | / | /
- CCOc1ccccc1C(=O)NCc1nnc2cc(-c3nc(CC)no3)ccn12
→ -7% | 3% | 28 | -26% | -1% | -4% | 2%
- CCN(CC)C(=O)N1CC[C@H](c2nc(C)no2)[C@H](NC(=O)COC)C1
→ 9% | -5% | 9 | -12% | i | / | i
- Cc1cc(=O)n(Cc2ccc(Br)cc2F)c2c1c(C)nn2-c1ccccc1
→ 0% | / | 18 | -14% | / | / | /
- COc1ccc(-c2ccc(C(=O)NCc3ccc(C(F)(F)F)cc3)c(Cl)c2)nn1
→ / | -25% | 7 | / | -14% | / | /
- CCCNC(=O)N1CCC(O)(c2csc(CN3CCN(C)CC3)n2)CC1
→ 17%[87.6 µM] | -24%[174 µM] | 17 | -2%[87.6 µM] | i | -11%[172 µM] | 5%[88.5 µM]
- COc1ccc(C2C=C(c3ccccc3)Nc3nc(NC(=O)/C=C/c4ccccc4OC)nn32)cc1 (configuration not stated)
→ 21% | / | -2 | 16% | / | / | /
- CCc1nc(-c2c3n(c(=O)n(CC(=O)Nc4ccccc4Cl)c2=O)CCCC3)no1
→ -8% | -8% | -1 | 5% | -1% | -8% | -16%
- Cc1noc([C@@H]2CN(CC3CC3)C[C@H]2CO)n1
→ 6% | -12% | -12 | 28% | ? | 4% | -3%
- COc1ccc(C(=O)N2CCC(=O)N(CCC#N)C[C@H]3COc4ccc(C)cc4[C@H]32)cc1
→ / | -21% | -3 | / | ? | / | /
- Cc1cccc(C(=O)N2CCCCC2c2n[nH]c(C)n2)c1 (configuration not stated)
→ 1% | i | 9 | ? | 1% | -7% | 2%
- COc1ccc(C(=O)NC2CCN(c3cc(-c4ccc(F)cc4)[nH]n3)CC2)cc1
→ -3% | -1% | 2 | 4% | ? | 2% | i
- COC(=O)c1ccc(NC(=O)n2ncc3c(C)cccc32)cc1
→ -7% | / | 5 | 64%[activator] | / | / | /
- Cc1ccsc1C(=O)N1CCc2c(nc3cc[nH]n3c2=O)C1
→ -3% | 1% | 24 | 3% | 0% | -14% | 0%
- CC(=O)NC[C@H]1CCN(C(=O)c2cncc(Br)c2)C[C@H]1N(C)C
→ 0%[12.5 µM] | -7% | 2 | 24% | -3% | -9% | i
- CC(NC(=O)CCC(=O)c1ccc(F)cc1)C(=O)N1CCN(c2ccccn2)CC1 (configuration not stated)
→ -9% | -25% | 1 | -3% | ? | 2% | 2%
- COc1ccc(Cl)cc1-c1ccc2c(c1)C(=O)N1CCN(C(=O)C3CCCC3)C[C@H]1C(=O)N2
→ 5% | ? | 4 | 14% | ? | -7% | 1%
- Fc1ccccc1-c1noc(-c2ncn3c2COC(c2ccccc2Cl)C3)n1 (configuration not stated)
→ 2% | ? | 9 | 65%[activator] | ? | 16µM* | -1%
- Cc1cccc(N(C)c2nc3ccc(C(=O)c4ccccc4)cc3n3c(C)nnc23)c1
→ -17% | / | -21 | -18% | / | / | /
- COc1ccc(-c2nc(C)nc3c2CN(C(=O)c2ccc(Cl)nc2)CC3)cc1
→ -3% | -6% | 6 | 28% | -23% | -8% | 3%
- CCN(CC)c1ccc(NC(=O)CN2C(=O)c3cccnc3Sc3ccccc32)c(C)c1
→ 6% | / | 0 | -18% | / | / | /
- COCCOc1cccc(Cn2cnc(-c3ccccc3)c2-c2cnc[nH]2)c1
→ -20% | ? | 3 | -20% | ? | 5% | 2%
- CN(C)c1cccc(Oc2nnnn2[C@H]2CO[C@H]3[C@@H]2OC[C@@H]3NC(=O)NCc2ccccc2)c1
→ -3% | -3% | 19 | -25% | -2% | -10% | -4%
- CC(C)c1ccc(OCc2nnc(C(=O)N3CCC[C@@H]3C)n2-c2cccnc2)cc1
→ -9%[87.6 µM] | 14µM* | -18 | 3%[87.6 µM] | ? | -2%[172 µM] | i

Profiles from above. Screens in order: HEK293 viab, 3T3 cytotox, IP6K1 inhibitor, SNCA expr inhib, HEK293 tox, Luciferase inh, GPT2 inhibitor
Cc1cccc2c1O[C@H]1[C@H](CO)CN(C(=O)CCc3ccccc3)[C@@H]21 reads /, ?, 13, /, ?, /, /
COc1ccc(-c2nc(Cn3c(SCc4ccc(F)cc4)nc4cccnc43)c(C)o2)cc1 reads -5%, /, 20, -11%, /, /, /
CC(=O)NC[C@H]1CCN(C(=O)c2cncc(Br)c2)C[C@H]1N(C)C reads 0%[12.5 µM], -7%, 2, 24%, -3%, -9%, i

New compounds follow.
Under each structure: HEK293 viab | 3T3 cytotox | IP6K1 inhibitor | SNCA expr inhib | HEK293 tox | Luciferase inh | GPT2 inhibitor
- CCc1ccc(CNC(=O)c2ccc3c(c2)N(CC)C2CCCCCN2C3=O)cc1 (configuration not stated)
→ ? | ? | -16 | ? | ? | -17% | -4%
- Cc1ccc(-c2cn3ccc(C)cc3n2)cc1
→ -4% | / | 6 | -1% | / | / | /
- NC(=O)c1noc([C@H](CCCC2CCCCC2)CC(=O)NO)n1
→ ? | / | 12 | -36% | / | / | 3%
- COCc1nc(C2CCCN(C(=O)COc3ccc(F)cc3)C2)no1 (configuration not stated)
→ -8%[12.5 µM] | -16% | 19 | 14% | -3% | -14% | i
- Cc1cnc(C2CC2)n1C1CCN(S(C)(=O)=O)CC1
→ 9% | -11% | -6 | -1% | i | -9% | 2%
- CCC(c1cccs1)N1C(=O)[C@H]2CN(S(=O)(=O)c3ccccc3Cl)C[C@H]2C1=O (some centres not stated)
→ -12% | -22% | -10 | -9% | -40% | 0% | -4%
- COc1cc(=O)n2c(c1C(=O)Nc1ccc(C)c(Cl)c1)CCCC2
→ 12% | 0% | -1 | -8% | -18% | -1% | i
- COc1cccc(C(=O)N2CCC(C(NC(=O)CC(C)C)C(=O)NCC(C)C)CC2)c1 (configuration not stated)
→ 7% | ? | 23 | 9% | 4% | -8% | 4%
- CCOc1ccc(C(CC(=O)O)N2Cc3ccccc3C2=O)cc1OC (configuration not stated)
→ -10% | / | -3 | 34%[activator] | / | / | /
- C=CCN(Cc1ccccc1OCC)C(=O)c1ccc(N(C)S(C)(=O)=O)cc1
→ -2% | ? | 1 | -3% | ? | 1% | 4%
- COCCN1C(=O)c2ccccc2C(C(=O)Nc2ccc3[nH]ccc3c2)C12CCCC2 (configuration not stated)
→ -5% | -11% | 2 | -6% | -8% | 6% | -6%
- CN(C(=O)c1ccccc1F)C1CCCc2ccccc21 (configuration not stated)
→ -5%[87.6 µM] | ? | -1 | 28%[87.6 µM] | ? | -15%[172 µM] | i
- CCCC(C(=O)NCc1cccc(Cl)c1)N1Cc2ccccc2C1=O (configuration not stated)
→ -1% | / | -4 | ? | / | / | /
- Cc1cccc(C)c1Nc1c(-c2ccccn2)nc2ccc(Cl)cn12
→ 1% | / | 9 | 7% | / | / | /
- CC(C)NC(=O)NCc1nnc2n1C(C(=O)N1CCOCC1)CC2 (configuration not stated)
→ 2% | i | -2 | 10% | 3% | / | -9%
- Cc1cccc(-n2c(-c3ccco3)nc3c(cnn3-c3ccccc3C)c2=O)c1
→ 48% | / | 5 | 20% | / | / | /
- Cc1ccccc1-c1onc(C)c1C(=O)NCc1cc(F)cc(F)c1
→ -1% | ? | 2 | -9% | ? | 8% | -8%
- COc1cccc(C(=O)N2CCC(N3C(=O)c4c(c(C)nn4-c4ccccc4)C3C3CC3)C2)c1 (configuration not stated)
→ / | ? | -3 | / | 35µM* | / | /
- Cc1nn(-c2ccc(N3CCOCC3)nn2)c(C)c1CCC(=O)NCc1ccc(F)cc1
→ -6% | / | -11 | 34%[activator] | / | / | /
- Cn1cc(S(=O)(=O)N2CCCCCC2)cc1C(=O)Nc1ccc(Cl)c(C(F)(F)F)c1
→ -12% | / | 3 | -24% | / | / | /
- CCc1ccccc1NC(=O)CCC(=O)N1CC(C)Oc2ccc(C)cc21 (configuration not stated)
→ 5% | / | 4 | 21% | / | / | /
- Cc1ccccc1NC(=O)CC(=O)N1CCC(Oc2ccccc2C)CC1
→ 1% | ? | 37 | 13% | ? | 2% | -18%
- O=C(NCCc1ccc(Cl)cc1)c1ccc2c(c1)N(Cc1ccc(F)cc1Cl)C(=O)CS2
→ -19% | / | 5 | 1% | / | / | /

Only part of the results is shown (hit frequency here may not be typical).
